V-ATPase pHluor = regulators of yeast V-ATPase proton pumping, primary screen, pHLuorin cytosolic pH fluorescence | response, % at 10 µM | 0.37% of 350,000 active | S. cerevisiae; in the data active = response mostly above about 7.3%, no sharp cut-off; inactive = mostly below about 5.4%; also: actives read high; inactives centre near 0; some compounds called inactive have numbers as strong as hits; reference of the scale not given here
Wnt bcat act = Wnt/beta-catenin pathway activators, primary screen, cell-based, plate reader, single point; activation, % at 9.35 µM; Wnt/beta-catenin reporter cell assay, activator; 1.2% of 300,000 active; AID 743398, 2014; in the data active = activation above about 30%, passing the limit was not always enough; inconclusive = no clear call, values can overlap the other calls;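 also: 0% = neutral control wells and 100% = positive control wells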
CAL PDZ FP-1 = untagged CAL PDZ binding inhibitors, primary screen, biochemical, fluorescence polarization, HTS; AID 602252, 2012; 0.92% of 300,000 active; Golgi-associated PDZ and coiled-coil motif-containing protein (Homo sapiens), Q9HD26; purified CAL PDZ, TMR-peptide fluorescence polarization, 1 h; inhibition, % at 24.9 µM;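 active = mean inhibition of at least 30% with at least half of replicates also reaching 30%; inconclusive = no clear call, values can overlap the other calls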;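 also: 0% = DMSO neutral control and 100% = excess unlabeled competitor peptide PRC23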
cardiac RTF act = cardiac RTF calcium sensitivity activators, primary screen, biochemical, IANBD-TnC fluorescence, EC20 calcium; IANBD-labeled TnC RTF fluorescence at EC20 calcium; 0% EC20 calcium, 100% full calcium; AID 493008, 2010; activation, % at 7.2 µM; 0.24% of 340,000 active;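 active = activation above the mean over all tested compounds plus 3 SD, cut at about 30% in these data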;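 also: rise in fluorescence read as greater calcium sensitivity of cardiac thin filaments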
Rtt109 HAT inh = inhibitors of C. albicans Rtt109/Vps75 HAT, primary screen, biochemical, ThioGlo CoA-SH fluorescence, plate reader; purified Rtt109/Vps75, 4 h; inhibition, % at 34.9 µM; 0.16% of 330,000 active;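 active = inhibition of at least 50% in every replicate; inconclusive = best replicate reaches 50% inhibition but some replicates fall short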
CDK5 p35 inh = inhibitors of human CDK5/p35 kinase, primary screen, biochemical, single concentration; Recombinant CDK5/p35, ADP-Glo luminescence, 60 min; inhibition, % at 10 µM; Cyclin-dependent kinase 5 (Homo sapiens) + Cyclin-dependent kinase 5 activator 1 (Homo …; 0.01% of 330,000 active;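 active = highest replicate inhibition of at least 50% and at least 75% of replicates reaching 50%; inconclusive = only one of the two criteria met; inactive = both criteria failed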;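 also: plate controls were DMSO neutral control for no effect and GW8510 at 10 µM for full effect; many of its hits are not listed in these tables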
Target sequence (Q00535 whole entry, looked up): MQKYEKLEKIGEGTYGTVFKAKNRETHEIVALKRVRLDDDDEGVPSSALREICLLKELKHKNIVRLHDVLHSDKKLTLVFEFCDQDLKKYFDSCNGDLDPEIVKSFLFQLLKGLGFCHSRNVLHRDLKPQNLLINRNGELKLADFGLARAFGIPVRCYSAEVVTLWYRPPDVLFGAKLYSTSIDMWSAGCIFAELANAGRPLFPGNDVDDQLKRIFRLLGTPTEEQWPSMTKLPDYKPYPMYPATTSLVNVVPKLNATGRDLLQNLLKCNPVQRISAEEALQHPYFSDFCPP
Target sequence (Q15078 whole entry, looked up): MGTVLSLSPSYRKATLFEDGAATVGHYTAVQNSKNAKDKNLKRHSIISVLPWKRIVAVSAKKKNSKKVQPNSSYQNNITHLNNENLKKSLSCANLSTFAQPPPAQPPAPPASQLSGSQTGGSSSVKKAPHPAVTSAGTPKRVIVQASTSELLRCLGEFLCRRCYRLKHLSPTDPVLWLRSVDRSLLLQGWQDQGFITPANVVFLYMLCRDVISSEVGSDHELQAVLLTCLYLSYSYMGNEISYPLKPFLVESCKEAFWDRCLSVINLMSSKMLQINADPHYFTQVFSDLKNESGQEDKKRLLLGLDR
Tat transport = E. coli Tat export inhibitors, primary screen, MC4100, TorA-mCherry reporter, fluorescence, single point; inhibition, % at 10 µM; 0.036% of 340,000 active; AID 488895, 2010;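 active = mean replicate inhibition at least 50% and at least half of replicates individually reaching 50%; inconclusive = only one of the two criteria met; inactive = neither criterion met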;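 also: exported cargo escapes ClpAP degradation while cytoplasmic cargo is degraded and loses fluorescence; 0% = median of neutral control wells and 100% = median of NaSCN control wells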
dFosB act = activators of delta FosB homodimer, primary screen, biochemical, fluorescence polarization, TAMRA-CDK5 oligo, single point; purified delta FosB; percent of positive-control signal above neutral wells; 0.99% of 340,000 active; activation, % at 25 µM;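 active = mean activation above about 17%, with every replicate also reaching it, limit read from the data, passing the limit was not always enough; inconclusive = only one of the two conditions met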;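 also: fluorescence polarization rise as delta FosB binds a TAMRA Cdk5 AP-1 oligo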
Target sequence (P13346 whole entry, looked up): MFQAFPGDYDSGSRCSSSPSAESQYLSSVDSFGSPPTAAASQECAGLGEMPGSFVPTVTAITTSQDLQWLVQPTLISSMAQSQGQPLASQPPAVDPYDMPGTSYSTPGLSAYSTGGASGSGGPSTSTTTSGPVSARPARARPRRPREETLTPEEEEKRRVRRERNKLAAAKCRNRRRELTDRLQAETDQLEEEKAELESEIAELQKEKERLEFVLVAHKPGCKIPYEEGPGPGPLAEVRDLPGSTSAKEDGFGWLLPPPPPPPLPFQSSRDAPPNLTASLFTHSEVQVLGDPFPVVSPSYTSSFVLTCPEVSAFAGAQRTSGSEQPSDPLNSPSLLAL
MITF TRPM1 HTS = activators of MITF-driven TRPM1 promoter reporter, primary screen, cell-based, SK-MEL-5, luciferase, single point; SK-MEL-5 TRPM1-promoter luciferase, 24 h; % of positive control, neutral wells = 0; activation, % at 12.5 µM; 0.75% of 300,000 active; AID 588334, 2011;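 active = mean activation of at least 80% with every replicate also reaching 80%; inconclusive = mean reaches 80% but some replicate falls short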;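 also: 0% = neutral control wells and 100% = parthenolide positive control wells; values of inactives mirror those of a sister screen read the other way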
CAL PDZ FP-2 = CAL PDZ peptide-binding inhibitors, primary screen, biochemical, fluorescence polarization, Cer-tagged CAL PDZ, HTS. 0.02% of 330,000 active. Golgi-associated PDZ and coiled-coil motif-containing protein (Homo sapiens), Q9HD26. AID 504414, 2011. inhibition, % at 20 µM. purified CAL PDZ, TMR-peptide fluorescence polarization, 1 h;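 active = highest replicate inhibition of at least 40%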;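 also: plate controls were DMSO neutral control wells for no effect and unlabeled competitor peptide control wells for full effect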
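System: purified tagged CAL PDZ domain construct (CerCALP). Schedule: 1 h incubation at room temperature before polarization reading. Medium: 25 mM sodium phosphate pH 7.4, 150 mM NaCl, TCEP, IgG, Thesit. Read-out: percent inhibition from loss of millipolarization. Measured by: FP readout, S and P plane fluorescence. Probe or stimulus: fluorescent TMR peptide probe.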
* hit, by the source's call; ? = inconclusive; · = no result given. Random draw from the library; overall some 4.1% were active at least once.

SMILES	V-ATPase pHluor	Wnt bcat act	CAL PDZ FP-1	cardiac RTF act	Rtt109 HAT inh	CDK5 p35 inh	Tat transport	dFosB act	MITF TRPM1 HTS	CAL PDZ FP-2
CCOC(=O)c1ccc(N2C(=O)c3n[nH]c(C)c3C2c2ccccn2)cc1 (stereo unspecified)	2	-2	·	-3	-6	-0.4	-2	-5	-2	-0.8
Cc1ccc(NC(=O)CCCc2nc3ccccc3c(=O)[nH]2)c(Cl)c1	1	0	·	0	-18	-1.8	-3	?	-8	-1.4
Cc1nc2sc(-c3ccccc3)cc2c(=O)n1-n1cccc1	-4	·	0	3	6	8.0	-4	5	102*	0.4
Cc1cccc(NC(=O)CSc2nnc(Cc3ccccc3)o2)c1	1	-2	4	-2	0	0.3	-3	-5	4	-0.4
Cc1ccc(NC(=O)c2ccc(Cn3cc(Cl)cn3)o2)c(C)c1	-2	1	-3	-2	1	1.1	-2	-6	1	-2.6
Cc1ccc(CNC(=O)C2CC(c3ccccc3[N+](=O)[O-])=NO2)o1 (stereo unspecified)	-6	4	17	0	1	0.0	5	0	·	-0.4
Fc1ccc(-c2nnn(Cc3ccc(F)cc3Cl)n2)cc1	1	12	-7	7	-9	0.8	4	-3	35	-1.3
COc1cccc(NC(=O)COC(=O)CCCc2c[nH]c3ccccc23)c1	-1	·	-1	-9	14	0.1	1	-8	0	-0.9
O=C(/C(=C(\O)c1ccccc1)c1ncc[nH]1)c1ccccc1	4	-1	·	-4	-2	-0.2	3	-2	-10	-0.8
O=C(CSc1nnnn1-c1ccccc1)NCCCN1CCCC1=O	-1	-1	-3	-3	-16	0.4	-9	-4	5	-0.4
O=C(/C=C/c1ccc([N+](=O)[O-])cc1)NCCSc1ccccc1	5	·	·	5	-3	1.8	-1	-2	13	-1.8
COc1cccc(N2C(=NC(=O)CCc3ccccc3)SC3CS(=O)(=O)CC32)c1 (stereo unspecified)	0	-1	·	0	-7	0.7	3	-6	8	-0.5
O=C(CCCCCNc1nc(=S)[nH]c2ccccc12)NCCc1c[nH]c2ccccc12	3	-1	1	4	-4	0.3	2	-3	-18	-2.1
O=S(=O)(Nc1nccs1)c1ccc2c(c1)OCCO2	0	·	-5	2	0	-1.2	-4	2	·	0.5
N#C/C(=C\c1ccccc1)C(=O)NC(=O)Oc1ccccc1	1	-3	-4	-3	-12	-1.6	2	-4	2	-3.9
COc1ccc(CCNC(=O)C2CCN(S(=O)(=O)c3cccs3)CC2)cc1OC	-6	-6	-5	-4	-5	0.2	0	3	-14	0.0
Cc1ccc(-c2cc(C(=O)NCCCN3CCOCC3)c3ccccc3n2)cc1C	-4	3	-5	-7	1	2.6	3	-24	11	-3.0
S=c1[nH]cc(-c2ccccc2)[nH]1	-5	13	6	2	8	4.5	-3	5	18	-1.0
Cc1ccc(-n2ncc3c2CC(C)(C)CC3NC(=O)CCN2CCCO2)cc1 (stereo unspecified)	-1	-1	-2	-4	20	·	-4	-6	7	-1.6
Cc1ccc(C)c2nc3sc(C(=O)N4CCCc5ccccc54)c(N)c3cc12	-1	-2	1	4	9	-0.7	-19	-6	7	0.2
COc1ccc(N2CCN(C(=O)Cc3ccc(OC)c(OC)c3)CC2)cc1	4	-1	-3	5	1	-0.3	-7	-6	·	-0.9
O=C1c2ccccc2-c2onc3ccc(NCc4ccco4)c1c23	2	·	0	715*	19	0.4	-52	-130	-25	12
CC(C)CC(c1nnnn1CC1CCCO1)N1CCN(C2CCCC2)CC1 (stereo unspecified)	0	-1	2	5	-3	0.5	-2	-2	8	-1.5
Fc1cc(F)cc(NC(=S)NN2CCOCC2)c1	2	0	3	4	-5	-1.1	1	2	2	-0.2
COc1cc(C(=S)N2CCCCC2)ccc1OCC(=O)N1CCCC1	4	0	0	6	-2	0.4	-7	-5	·	-2.2
O=C(Nc1ccccc1)C1CCCN1S(=O)(=O)c1ccc(Br)cc1 (stereo unspecified)	-7	-1	-2	-2	-6	-1.6	2	-6	-2	-2.2
c1ccc(N2CCN(Cc3ccsc3)CC2)nc1	-1	-1	-2	1	4	0.4	-3	3	·	-0.6
O=C(COC(=O)CC1CCCC1)Nc1ccccc1[N+](=O)[O-]	3	5	-1	-1	2	-0.3	2	-1	-13	-0.1
CCOc1ccccc1OCC(=O)NNC(=S)NC1CCCCC1	4	-1	·	1	-12	-0.7	2	-6	3	0.3
NC(=O)c1cc(S(=O)(=O)NCCCc2ccccc2)cs1	-1	2	-2	-1	-1	0.9	-2	-9	-13	0.7
CC(C)CCNC(=O)CN(C(=O)CCC(=O)Nc1nccs1)C1CCCCC1	-1	-2	·	2	14	-0.5	-1	-4	-1	-6.9
COc1ccc(C(CNC(=O)c2ccc(Br)o2)N2CCN(C)CC2)cc1 (stereo unspecified)	-1	-2	-8	11	-11	1.2	-5	-2	15	-1.2
O=C(NCCCN1CCOCC1)c1cc(-c2ccccc2)nc2ccccc12	0	1	-4	-5	8	-0.1	7	-4	8	-4.4
COc1cccc(CN(C)C(=O)c2ccc(COc3ccc(Cl)cc3)cc2)c1OC	0	11	-2	-9	-12	-1.5	9	-7	?	-2.6
COc1ccc(CNC(=O)c2n[nH]c3ccccc23)cc1OC	-4	0	-3	2	-3	7.1	-2	4	3	-2.5
COc1ccc(C(=O)/C=C/C(=O)N(CC(=O)NC2CCCCC2)Cc2cccs2)c(O)c1	-1	-1	·	3	-4	1.2	0	-19	-105	1.1
O=c1[nH]c(/C=C\c2ccc(O)c(O)c2)nc(O)c1[N+](=O)[O-]	-3	-2	-1	-1	2	-0.7	6	-3	·	0.0
CC(=O)Nc1ccc(NC(=O)C23CC4CC(C2)CC(n2cnc(Br)n2)(C4)C3)cc1	5	-5	-2	0	10	0.7	-2	-1	-7	-3.3
O=C(Nc1ccccc1C(=O)N/N=C/c1ccncc1)c1ccccc1	0	-3	-2	-1	-3	5.8	1	-40	9	-7.4
CC1CCCCN1CC(=O)Nc1ccc2c(c1)OCO2 (stereo unspecified)	0	0	-3	-4	-10	0.0	0	-3	0	-0.1
C=CCc1cc(/C=C/c2nc(O)c([N+](=O)[O-])c(=O)[nH]2)cc(OC)c1O	-2	-2	-4	0	28	-1.2	-1	-3	14	5.5
COc1cccc(NC(=O)c2cccnn2)c1	0	1	-9	0	3	-1.6	9	-7	15	0.1
O=C(Nc1ccccc1N1CCCCC1)c1ccc(-c2cccc(Cl)c2)o1	-2	-2	-2	-3	-8	-1.0	-15	3	-12	-0.6
O=c1oc2ccccc2c(Nc2cc3ccccc3cc2O)c1[N+](=O)[O-]	-1	24	-1	3	-17	-1.0	7	-8	-8	-0.4
CC(=O)c1cccc(OCc2cc(C(=O)NC3CCN(Cc4ccccc4)CC3)no2)c1	4	-1	-5	3	-6	-0.6	-3	-11	-22	-0.5
Cc1ccc([N+](=O)[O-])cc1-c1[nH]c(-c2ccc(O)c(O)c2)nc1-c1ccccc1	3	-8	·	-7	2	-0.3	-25	-17	-15	0.5
CCOC(=O)C1(CCC(C)C)CC(CSc2nc3ccccc3[nH]2)OC1=O (stereo unspecified)	-4	·	1	2	2	0.4	-1	-10	-13	-0.2
Cc1ccc2ncccc2c1NS(=O)(=O)c1ccccc1	2	-3	-3	8	-11	1.8	-6	-5	·	0.1
CCCn1c(O)c(N=N)c2ccccc21	1	-1	-4	1	0	-0.9	0	4	-8	-0.4
COc1cc(-c2ccc(NC(=O)c3ccc(C)cc3)c(OC)c2)ccc1NC(=O)c1ccc(C)cc1	-2	-3	-3	3	-2	3.7	-6	-9	6	-0.7
COc1ccc2c(c1)CN(C)S(=O)(=O)c1ccccc1-2	3	-2	-6	-1	-2	-2.1	2	-3	3	-0.9
O=C(Nc1ccccc1N1CCCCC1)c1ccc2nccnc2c1	5	·	0	-2	5	-0.7	6	-8	-13	-3.5
CSCCC(NC(=O)c1ccccc1Br)C(=O)NCC(C)(C)N1CCOCC1 (stereo unspecified)	2	-6	-3	-4	-6	-0.8	0	-5	-1	-1.1
N#Cc1ccc(C#Cc2ccc3oc4ccccc4c(=O)c3c2)cc1	-1	0	1	10	1	0.6	-2	0	3	0.6

Structures shown so far containing a nitro group on carbon:
SMILES	V-ATPase pHluor	Wnt bcat act	CAL PDZ FP-1	cardiac RTF act	Rtt109 HAT inh	CDK5 p35 inh	Tat transport	dFosB act	MITF TRPM1 HTS	CAL PDZ FP-2
Cc1ccc(CNC(=O)C2CC(c3ccccc3[N+](=O)[O-])=NO2)o1 (stereo unspecified)	-6	4	17	0	1	0.0	5	0	·	-0.4
O=C(/C=C/c1ccc([N+](=O)[O-])cc1)NCCSc1ccccc1	5	·	·	5	-3	1.8	-1	-2	13	-1.8
O=C(COC(=O)CC1CCCC1)Nc1ccccc1[N+](=O)[O-]	3	5	-1	-1	2	-0.3	2	-1	-13	-0.1
O=c1[nH]c(/C=C\c2ccc(O)c(O)c2)nc(O)c1[N+](=O)[O-]	-3	-2	-1	-1	2	-0.7	6	-3	·	0.0
C=CCc1cc(/C=C/c2nc(O)c([N+](=O)[O-])c(=O)[nH]2)cc(OC)c1O	-2	-2	-4	0	28	-1.2	-1	-3	14	5.5
O=c1oc2ccccc2c(Nc2cc3ccccc3cc2O)c1[N+](=O)[O-]	-1	24	-1	3	-17	-1.0	7	-8	-8	-0.4
Cc1ccc([N+](=O)[O-])cc1-c1[nH]c(-c2ccc(O)c(O)c2)nc1-c1ccccc1	3	-8	·	-7	2	-0.3	-25	-17	-15	0.5

No new results follow: entries from further up.
SMILES	V-ATPase pHluor	Wnt bcat act	CAL PDZ FP-1	cardiac RTF act	Rtt109 HAT inh	CDK5 p35 inh	Tat transport	dFosB act	MITF TRPM1 HTS	CAL PDZ FP-2
COc1ccc(C(=O)/C=C/C(=O)N(CC(=O)NC2CCCCC2)Cc2cccs2)c(O)c1	-1	-1	·	3	-4	1.2	0	-19	-105	1.1
O=c1[nH]c(/C=C\c2ccc(O)c(O)c2)nc(O)c1[N+](=O)[O-]	-3	-2	-1	-1	2	-0.7	6	-3	·	0.0

Bioassay records: PubChem, several laboratories
